Screening results as filed in PubChem BioAssay.
RXFP1 antag – blocks the human relaxin receptor RXFP1. HEK293-RXFP1, relaxin-stimulated cAMP HTRF, 30 min; active compounds read low. activity change, negative = inhibition, % at 57.5 µM. 350,000 compounds, 0.59% hits. AID 1259400;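 active means activity change of -60% or lower, but not beyond a set lower limit; inconclusive means change between -60% and -40%, or beyond the set limit; inactive means change above -40%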; further: on the % scale 0 is the no-effect control and ±100 the full control effect
Apoferritin bind – candidate novel general anesthetic via apoferritin binding | P02791 | apoferritin/1-aminoanthracene competitive binding, fluorescence | Potency, µM (titrated, usually from 77.5 µM), for the others: at the highest dose activity change, negative = displacement, hits mostly inhibitors | 350,000 compounds, 0.074% hits | AID 485281; further: potency means the concentration at half of the fitted maximal effect; on the % scale 0 is the no-effect control and ±100 the full control effect; nearly all actives have a fitted effect of over 20% in size
Target sequence (P02791 2-175 limits assumed): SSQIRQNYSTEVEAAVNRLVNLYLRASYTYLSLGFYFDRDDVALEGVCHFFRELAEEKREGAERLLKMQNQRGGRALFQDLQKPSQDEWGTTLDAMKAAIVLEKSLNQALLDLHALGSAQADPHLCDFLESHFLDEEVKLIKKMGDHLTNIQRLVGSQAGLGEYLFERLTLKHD
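Read-out: endpoint 1-AMA fluorescence, excitation 380 nm and emission 535 nm, after compounds sit 10 min at room temperature with 10 uM horse-spleen apoferritin in 50% saturated 1-AMA/PBS. Values come from four-parameter Hill fits.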
POLB inh – inhibitors of human DNA polymerase beta. P06746. Pol beta primer extension/strand displacement, fluorescence kinetic. Potency, µM (series often up to 114 µM), without a hit: at the highest dose activity change, negative = inhibition, actives largely listed as inhibitors. 340,000 compounds, 1.3% hits. AID 485314; further: potency means the concentration at half of the fitted maximal effect; on the % scale 0 is the no-effect control and ±100 the full control effect
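10 nM enzyme + cpd, 15 min RT; start with substrate 50 nM final; read 0 min and after 10 min RT. Corrected, normalized data; 4-parameter Hill curve fit.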
APEX1 inh – inhibitors of human APE1 endonuclease. P27695. recombinant APE1, TAMRA/BHQ-2 abasic DNA cleavage fluorescence. Potency, µM (highest dose often 65.8 µM), for inactives: at the top dose activity change, negative = inhibition, most hits filed as inhibitors. 350,000 compounds, 0.35% hits;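 further: potency means the concentration at half of the fitted maximal effect; plate controls were vehicle for no effect and reference inhibitor for full effect; nearly all actives have a fitted effect of over 55% in size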
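Readout is kinetic fluorescence (ex 525, em 598 nm) from cleavage of 50 nM TAMRA/BHQ-2 THF abasic duplex by 0.75 nM APE1, compound added 15 min beforehand at RT.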
Pol iota inh – blocks human DNA polymerase iota activity; Q9UNA4; Potency, µM (titrated, usually from 115 µM), for the others: at the top dose activity, negative = inhibition, hits mostly inhibitors; Pol iota fluorescent replication assay, 10 min; 390,000 compounds, 1% hits; further: potency means the concentration at half of the fitted maximal effect
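Pol iota at 10 nM preincubated 15 min with compounds at room temperature; reaction started with fluorescent substrate, 50 nM final. Fluorescence read kinetically at 0 and 10 min; buffer-only wells as negative control.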
POLK inh – blocks human DNA polymerase kappa activity; Q9UBT6; 400,000 compounds, 0.53% hits; purified Pol kappa, fluorescent DNA synthesis assay, 10 min; Potency, µM (doses to about 107 µM), without a hit: at the top dose activity, negative = inhibition, usual class: inhibitors; further: potency means the concentration at half of the fitted maximal effect; on the % scale 0 is the no-effect control and ±100 the full control effect
Target sequence (Q9UBT6 whole entry, looked up): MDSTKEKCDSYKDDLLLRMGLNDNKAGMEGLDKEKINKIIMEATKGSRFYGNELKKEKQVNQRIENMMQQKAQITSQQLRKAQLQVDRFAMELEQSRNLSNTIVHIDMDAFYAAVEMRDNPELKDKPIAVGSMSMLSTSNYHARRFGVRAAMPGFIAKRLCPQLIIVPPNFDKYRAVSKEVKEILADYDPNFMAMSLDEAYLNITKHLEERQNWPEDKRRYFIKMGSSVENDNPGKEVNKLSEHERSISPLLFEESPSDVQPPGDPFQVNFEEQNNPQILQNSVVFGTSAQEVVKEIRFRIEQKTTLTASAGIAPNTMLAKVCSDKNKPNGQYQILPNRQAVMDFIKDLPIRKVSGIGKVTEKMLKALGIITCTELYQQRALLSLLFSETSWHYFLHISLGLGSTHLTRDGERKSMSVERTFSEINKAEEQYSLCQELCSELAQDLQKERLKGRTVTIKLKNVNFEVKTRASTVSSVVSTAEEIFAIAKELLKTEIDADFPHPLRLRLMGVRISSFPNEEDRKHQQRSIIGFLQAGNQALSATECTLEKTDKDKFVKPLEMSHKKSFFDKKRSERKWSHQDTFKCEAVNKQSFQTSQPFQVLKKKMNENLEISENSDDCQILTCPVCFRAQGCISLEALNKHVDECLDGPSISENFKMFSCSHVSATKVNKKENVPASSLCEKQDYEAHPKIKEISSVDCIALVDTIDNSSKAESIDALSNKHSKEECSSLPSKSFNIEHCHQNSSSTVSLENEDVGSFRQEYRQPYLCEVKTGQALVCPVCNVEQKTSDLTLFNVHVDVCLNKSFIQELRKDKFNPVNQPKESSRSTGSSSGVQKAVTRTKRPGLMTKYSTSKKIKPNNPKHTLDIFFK
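10 nM Pol kappa preincubated 15 min at room temperature with compounds, then reaction started with substrate at 50 nM final. Fluorescence read kinetically at 0 and 10 min; buffer-only wells served as negative control.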
BLM helicase inh – inhibitors of human Bloom syndrome helicase BLM. P54132. recombinant BLM DNA unwinding, fluorescence dequenching. Potency, µM (top dose mostly 56.1 µM), for the others: at the highest dose activity change, negative = inhibition, actives largely listed as inhibitors. 350,000 compounds, 0.2% hits. AID 2528;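 further: potency means the concentration at half of the fitted maximal effect; plate controls were vehicle for no effect and no enzyme for full effect; nearly all actives have a fitted effect of over 35% in size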
Pol eta inh – blocks human DNA polymerase eta activity. Q9Y253. Potency, µM (series often up to 114 µM), for inactives: top-dose activity change, negative = inhibition, hits mostly inhibitors. recombinant Pol eta, fluorescent DNA replication assay. 390,000 compounds, 1.2% hits; further: potency means the concentration at half of the fitted maximal effect; on the % scale 0 is the no-effect control and ±100 the full control effect
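Pol eta (10 nM) was preincubated with compounds for 15 min at room temperature, after which fluorescent replication substrate (50 nM final) was added to start the reaction. Fluorescence was read kinetically at 0 and 10 min.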
Tb PGK inh – inhibitors of T. brucei phosphoglycerate kinase. P07378. PGK/GAPDH coupled, Kinase-Glo luminescence, 60 min. Potency, µM (highest dose often 57.5 µM), for the others: at the top dose activity change, negative = inhibition, most hits filed as inhibitors. 380,000 compounds, 0.043% hits; further: potency means the concentration at half of the fitted maximal effect; on the % scale 0 is the no-effect control and ±100 the full control effect; nearly all actives have a fitted effect of over 60% in size
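Luminescent ATP detection (Kinase-Glo Plus) follows a 60-minute room-temperature incubation, with wells lacking PGK as controls. Buffer: 100 mM TEA (pH 7.6), 5 mM MgCl2, 0.01% Tween-20. Coupling enzyme GAPDH (100 nM final) supplies unstable 1,3-BPG in-well.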
Active calls of the source: *; i = inactive; ? = inconclusive; / = not tested or not shown; & = joins results of further samples; [ ] = remark or other dose. Unless noted, the call rests on the fitted dose curve; in most records, active means well fitted curve in the direction sought with a large enough effect; inconclusive means small, poorly fitted or top-dose-only effect, or another doubt; inactive means no such curve, though single readings can be large; an effect the other way counts as inactive or inconclusive.

SMILES	RXFP1 antag	Apoferritin bind	POLB inh	APEX1 inh	Pol iota inh	POLK inh	BLM helicase inh	Pol eta inh	Tb PGK inh
CC(=O)c1cccc(NC(=O)c2cc(C)nc3c2c(C)nn3-c2cccc(Cl)c2C)c1	-2.9	-11.9%	0.9%	/	12.8%	-4.5%	-0.9%	1.3%	i
CC(=O)Oc1cccc(C(=O)Nc2ccc(NC(=O)c3cccs3)cc2)c1	-25.8	1.8%	-1.4%	6.4%	-14.7%	-11.1%	-6.0%	-7.6%	-8.9%
Clc1ccc(-c2nc3sccn3c2/C=N/OCc2ccc(Cl)c(Cl)c2)cc1	/	97.8%&58.1%&2.8%[activator]	/	1.0%&12.7%&-1.2%	/	5.1%[60.1 µM]	-6.2%	/	/
O=C(c1ccc(Cl)c(Cl)c1)N1CCC(O)(CN2CCOCC2)CC1	6.9	-5.3%	39.8%[activator]	11.1%	-10.4%	-1.0%	1.1%	-16.0%	-5.9%
O=C(COC(=O)/C=C/c1cccc(F)c1)Nc1ccccc1	-12.7	-5.6%	-4.5%	0.3%	2.4%	2.0%	-1.3%	-9.2%	i
O=C(c1cc(F)c(F)cc1Cl)N1CCCCC1	2.1	-3.6%	19.2%	-0.4%	11.1%	-8.2%	-3.8%	-3.8%	4.1%
O=C(CN1C2CCCC1CC(NC(=O)C1CCCCC1)C2)Nc1ccccc1C(F)(F)F (stereo not drawn)	-19.9	-4.6%	17.5%	-8.6%	52.4%[activator]	2.7%	-4.5%	-9.3%	-7.9%
CN1CCN(C(CNS(=O)(=O)c2cccs2)c2cccnc2)CC1 (stereo not drawn)	3.3	-7.5%	-1.9%	-3.0%	9.6%	-17.7%	-0.2%	-10.6%	8.3%
COc1ccc(N(C(=O)c2ccco2)C(C(=O)NC2CCCC2)c2ccccc2)cc1 (stereo not drawn)	-9.3	-4.4%	26.5%	10.0%	27.3%	-7.8%	-6.0%	-14.8%	i
O=[N+]([O-])c1cccc(-c2noc(COc3ccccc3)n2)c1	2.7	-20.2%	-9.5%	-2.4%	23.0%	-19.6%	-12.2%	-2.6%	-4.1%
CC(OC(=O)CN1C(=O)NC2(CCCC2)C1=O)C(=O)c1ccc(C(C)(C)C)cc1 (stereo not drawn)	-22.5	/	/	-7.8%	12.3%	-8.9%	/	-20.4%	-5.6%
O=C(CSc1nnc(NC(=O)c2ccc(F)cc2)s1)NCc1ccco1	-4.7	-2.0%	-8.6%	-22.4%	-10.6%	-31.0%	-7.5%	4.0%	0.6%
CN1CCN(/N=C/c2ccc(N(C)c3ccccc3)cc2)CC1	-29.6	-21.4%	47.5%	9.7%	20.6%	1.6%	-3.1%	-12.2%	i
O=C(NCc1ccccc1)C(c1ccccc1)N(C(=O)c1csnn1)C1CC1 (stereo not drawn)	-15.8	-8.3%	16.2%	12.3%	37.1%[activator]	-9.0%	-0.8%	-0.8%	-2.3%
COc1cc(C(=O)NCCc2cn3ccc(C)cc3n2)cc(OC)c1OC	-3.5	0.7%	-18.2%	0.6%	-19.8%	-10.6%	-4.9%	-11.1%	4.0%

Further results follow.
SMILES	RXFP1 antag	Apoferritin bind	POLB inh	APEX1 inh	Pol iota inh	POLK inh	BLM helicase inh	Pol eta inh	Tb PGK inh
O=C(c1ccccc1-c1ccccc1)N1CCN(c2ccccn2)CC1	12.2	-1.0%	2.1%	-1.3%	11.2%	-8.8%	-4.2%	-7.4%	-9.7%
COc1cccc(CNc2ccc(F)c(Cl)c2)c1OC	-4.2	?	18.9%	1.5%	-8.2%	-13.6%	-11.4%	-7.2%	/
O=C(NC(Cc1ccccc1)C(=O)O)/C(=C/c1cccc(Br)c1)NC(=O)c1ccco1 (stereo not drawn)	-14.8	5.3%	0.5%	69.8%	2.6%	-18.5%	-0.2%	-12.8%	-6.2%
CC[N+]1(C)[C@@H]2CC[C@H]1CC(OC(=O)[C@H]1CC[C@@](C(=O)OC3C[C@H]4CC[C@@H](C3)[N+]4(C)CC)(c3ccccc3)c3ccccc31)C2 (stereo partly drawn)	/	4.5%[29.3 µM]	/	-1.2%[21 µM]	/	-0.1%[12 µM]	5.9%[21.4 µM]	/	/
CCCn1nc(C(=O)OCC(=O)c2ccccc2)c2ccccc2c1=O	-16.5	-21.0%	2.3%	-0.9%	40.3%[activator]	2.2%	0.3%	-23.1%	-0.2%
COCCNC(=S)N1CCN(c2cccc(C)c2C)CC1	-17.7	-5.9%	4.2%	1.9%	63.7%[activator]	3.7%	-11.2%	-4.4%	4.0%
O=C(c1ccc(Br)o1)N1CC=C(c2ccccc2)CC1	-14.4	/	/	-7.4%	2.0%	-7.3%	/	-13.9%	-2.9%
O=C(Nc1ccccc1N1CCOCC1)C1CCN(S(=O)(=O)c2cccc(C(F)(F)F)c2)CC1	-3.7	-10.5%	33.3%	-2.1%	-10.0%	-16.9%	0.9%	-11.1%	-2.8%
COc1ccc(CN2CCC(n3nccc3NC(=O)CCOc3ccccc3)CC2)cc1C	-9.2	-21.4%	8.9%	1.4%	21.5%	-7.1%	-1.4%	-18.9%	-4.4%
COc1cccc(C(=O)Nc2sc3c(c2C(=O)O)CCCC3)c1	-38.7	14.5%	47.0%	-5.9%	38.9%[activator]	-6.1%	-7.8%	-20.2%	1.8%
CC(=O)c1ccc(N(CC(=O)NC2CCCCC2)C(=O)CNC(=O)c2ccco2)cc1	-16.4	-3.4%	4.2%	-9.2%	-13.6%	-10.6%	-4.9%	-3.8%	6.8%
CC(C)N(C(=S)Nc1ccc(S(=O)(=O)N2CCOCC2)cc1)c1ccccc1	-5.4	/	/	5.2%	-15.8%	-21.0%	/	-11.5%	i
O=C1CSC(c2ccccc2)N1c1ccc([N+](=O)[O-])cc1 (stereo not drawn)	4.5	-13.3%	-2.2%	2.3%	83.3%[activator]	-4.4%	-0.3%	-6.3%	-7.7%
CCOC(=O)c1csc(NC(=O)CSc2nnnn2-c2ccc3c(c2)OCCO3)n1	-17.0	2.2%	?	-0.2%	?	-15.3%	-7.9%	-2.0%	-1.9%
COc1cc(OC)c(NC(=O)Cn2cnc3sc(C)c(S(=O)(=O)N4CCN(C)CC4)c3c2=O)cc1Cl	-8.8	-12.3%	-1.1%	/	-15.0%	-16.9%	2.6%	-14.1%	-6.4%

Given with two lines to a compound: 3 of the compounds above
Every second line gives: RXFP1 antag	Apoferritin bind	POLB inh	APEX1 inh	Pol iota inh	POLK inh	BLM helicase inh	Pol eta inh	Tb PGK inh
COc1cccc(C(=O)Nc2sc3c(c2C(=O)O)CCCC3)c1
  -38.7	14.5%	47.0%	-5.9%	38.9%[activator]	-6.1%	-7.8%	-20.2%	1.8%
CC(C)N(C(=S)Nc1ccc(S(=O)(=O)N2CCOCC2)cc1)c1ccccc1
  -5.4	/	/	5.2%	-15.8%	-21.0%	/	-11.5%	i
COc1cc(OC)c(NC(=O)Cn2cnc3sc(C)c(S(=O)(=O)N4CCN(C)CC4)c3c2=O)cc1Cl
  -8.8	-12.3%	-1.1%	/	-15.0%	-16.9%	2.6%	-14.1%	-6.4%

Continuation.
SMILES	RXFP1 antag	Apoferritin bind	POLB inh	APEX1 inh	Pol iota inh	POLK inh	BLM helicase inh	Pol eta inh	Tb PGK inh
Cc1cccn2c(=O)nc(SCC(=O)N3CCC(Cc4ccccc4)CC3)nc12	-20.8	/	/	-13.5%	12.8%	-17.8%	/	-0.6%	-1.8%
O=C(O)c1ccc(SCc2cnc(Cl)s2)cc1	5.3	-21.5%	3.3%	-3.1%	8.4%	-0.4%	0.7%	-11.9%	-4.6%
CS(=O)(=O)CCSc1ncccc1C(=O)NCc1cccs1	-0.9	-13.3%	7.4%	2.1%	30.8%[activator]	-3.1%	-3.4%	-15.9%	i
Cc1ccccc1N1Cc2ccccc2C1	16.7	-13.8%	26.3%	5.6%	6.2%	-2.7%	2.1%	-15.3%	-3.6%
Cc1ccc2c(c1C)-c1c(ccc(C)c1C)C(=O)C2=O	-68.7*	/	/	/	25.1µM*	-6.0%	/	22.4µM*	i
CCC(=O)C1=C(c2ccc(OC)c(OC)c2)N(C(=O)CC)n2c(nnc2-c2ccc(C)cc2)S1	6.2	-0.8%	0.2%	/	27.4%	-2.0%[60.1 µM]	-5.0%	-3.2%	-0.7%
Cc1csc(SCC(=O)Nc2cc(C(C)(C)C)nn2-c2ccccc2)n1	-10.9	-16.4%	2.8%	16.7%	15.1%	-19.6%	-5.9%	-6.8%	6.0%
O=C(Cn1nnc(-c2ccccc2F)n1)NCc1ccco1	0.7	-12.2%	-17.0%	5.9%	50.2%[activator]	-21.8%	-7.2%	-0.2%	i
COc1ccccc1CN1CCC(CNC(=O)c2cnn(-c3ccc(Cl)cc3)c2C2CCN(C(=O)OC(C)(C)C)CC2)CC1	-61.1*	?	5.6%	/	14.1%	-0.8%	-5.2%	-24.4%	i
Cc1ccc(S(=O)(=O)N2CCN(C(=O)[C@H](Cc3ccccc3)NC(=O)c3ccco3)CC2)cc1C	-2.4	/	/	28.5%	-11.9%	-11.9%	/	-19.7%	-6.3%
CCc1ccc(OCC(=O)N(Cc2ccco2)Cc2ccccc2Cl)cc1	-31.3	66.2%[activator]	-8.8%	/	-17.1%	4.2%	-3.4%	/	/
O=C1C2C3C=CC(CC3)C2C(=O)N1c1ccccc1 (stereo not drawn)	4.5	?	?	21.9%	-2.5%	-11.6%	-2.0%	-9.5%	2.8%
Cc1cccc(NC(=O)C(=O)NCCCN2CCOCC2)c1	6.2	-5.8%&41.3%	28.0%&-5.9%	0.4%	-5.9%&10.1%	8.1%&-6.2%	-3.1%&-9.9%	-6.1%&-2.2%	-8.9%&5.3%
CCOC(=O)N1C(=O)NC(=O)C1c1ccc(Cl)cc1 (stereo not drawn)	-4.1	/	/	/	-6.7%	-3.9%	/	-20.6%	-2.6%

Some of the compounds tested; count on the stated rates, not on these rows.
